# Screens (PubChem BioAssay)
# Salmonella PhoP GFP: PhoP regulon inhibitors, Salmonella typhi PhoP promoter GFP reporter, confirmatory (AID 1850); Salmonella Typhi PhoP-promoter GFP reporter, fluorescence, 4 h; higher % means a stronger effect; one-dose inhibition, % at 50 µM; IC50 in µM for titrated hits; hit rate 0.33% among 310,000; in the data active means a potency from the dose series; inconclusive means inhibition mostly from about 25% at the one dose, without a potency; inactive means the rest, 99 in 100 with inhibition below about 19%;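 further: 0% = induced wells with vehicle and 100% = uninduced wells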
# M. tuberculosis HTS: M. tuberculosis growth inhibition, HTS (AID 449762). M. tuberculosis H37Rv growth inhibition, 7H9 media; higher % means a stronger effect. inhibition, % at 25 µM, or IC50 in µM where a hit was titrated. hit rate 0.59% among 330,000; in the data active means a potency from the dose series; inconclusive means inhibition above about 70% without an active follow-up result;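 further: bacterial growth assessed after seven days of incubation; strong numbers were not always called active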
# H1N1 NS1A inhibition: H1N1 influenza NS1A inhibitors, functional cell based assay (AID 504329); NS1A functional cell-based assay, percent inhibition; higher % means a stronger effect; inhibition, % at 12.5 µM, or IC50 in µM where a hit was titrated; hit rate 0.3% among 340,000; in the data active means a potency from the dose series; inconclusive means inhibition above about 27% without an active follow-up result; further: strong numbers were not always called active
# inhibitors of VEEV: inhibitors of VEEV TC-83 cytopathic effect, confirmation, Vero cells (AID 588727). hit rate 0.13% among 350,000. inhibition, % at 20 µM; hits with a dose series show IC50 in µM. Vero cells, VEEV TC-83 cytopathic effect inhibition; higher % means a stronger effect; in the data active means a potency from the dose series; inconclusive means inhibition mostly from about 14% at the one dose, without a potency; inactive means the rest, 99 in 100 with inhibition below about 12%; further: strong numbers were not always called active
# tuberculosis growth: growth inhibition of non-replicating M. tuberculosis (AID 488890); Mycobacterium tuberculosis non-replicating, growth inhibition; higher % means a stronger effect; inhibition, % at 25 µM, or IC50 in µM where a hit was titrated; hit rate 0.39% among 320,000; in the data active means a potency from the dose series; inconclusive means inhibition mostly from about 82% at the one dose, without a potency; inactive means the rest, 99 in 100 with inhibition below about 76%;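 further: plate controls were DMSO cells for no effect and high antibiotic wells for full effect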
# inhibitors of VEEV 10K pilot screen: recorded beside inhibitors of VEEV, whose call it bears; inhibition, %; measured here: 10K pilot screen inhibition
# Starred values were filed as active, the others as inactive; i = inactive; ? = inconclusive; · = no result given.
SMILES,Salmonella PhoP GFP,M. tuberculosis HTS,H1N1 NS1A inhibition,inhibitors of VEEV,tuberculosis growth,others
CC(C)N(Cc1nc(-c2ccccc2)no1)C(=O)c1ccc([N+](=O)[O-])cc1,4%,5%,-4%,0.2%,7%,
O=C(O)CSc1nnc(Cc2ccccc2)n1-c1ccccc1,-12%,-10%,7%,4.7%,4%,inhibitors of VEEV 10K pilot screen=0.6
COc1ccc(NC(=O)/C=C/C(=O)O)c([N+](=O)[O-])c1,-10%,4%,-1%,2.3%,3%,
Nc1nnc(SCC(=O)OCc2ccc(Cl)c(Cl)c2)s1,7%,-5%,3%,i,-8%,
COc1ccc2[nH]c3c(=O)n4c(nc3c2c1)SCC4,8%,1%,0%,8.8%,-5%,
COc1ccc(N2CCN(c3ccc(S(=O)(=O)N(C(C)C)C(C)C)cn3)CC2)cc1,-3%,-2%,5%,0.7%,-1%,
O=C1c2ccccc2NC(c2ccc(Cl)cc2Cl)N1Cc1ccccc1 (stereo unspecified),0%,-5%,1%,4.3%,26%,
N#Cc1ccc(C(c2nnnn2Cc2ccccc2)N2CCCC2)cc1 (stereo unspecified),-7%,2%,3%,5.7%,8%,
CCOc1cc2[nH]c(=S)n(CCCN3CCN(C)CC3)c(=O)c2cc1OCC,·,·,-8%,0.2%,·,
C=C(C)CN(CC)C(=O)c1ccc(OC2CCN(S(=O)(=O)N(C)C)CC2)cc1,7%,2%,-7%,2.4%,-2%,
CCOC(=O)C1C(c2ccc([N+](=O)[O-])cc2)C2C(=O)NN=C2CC1(C)O (stereo unspecified),5%,-6%,·,0.1%,-10%,
COC(=O)c1c(N)n(CCCN2CCOCC2)c2nc3ccccc3nc12,4%,5%,-4%,6.7%,-30%,
C=C(C)C(=O)N1CC2(CC(c3cccc(NC(=O)CCCCC)c3)=NO2)C[C@H]1C(N)=O (stereo partly specified),-23%,-4%,14%,i,-10%,
CCCOc1ccc(-c2nnn(CC(=O)c3ccc4c(c3)OCCO4)n2)cc1,-9%,-7%,0%,1.5%,-8%,
CCOC(=O)/C=C1/SCC(=O)N1CCOc1cccc(Br)c1,·,·,-6%,1.7%,·,
COc1ccccc1CNC(=O)COC(=O)COc1ccccc1F,·,-4%,-14%,0.3%,-13%,
Cc1cnn(C(=O)c2cc(-c3ccccc3)nc3ccccc23)c1,-5%,-1%,-3%,2.0%,67%,
O=C(Nc1cccn(Cc2ccccc2)c1=O)NC1CCCCC1,-4%,0%,17%,0.8%,30%,
CCNC(=S)Nc1ccc2c(c1)oc1ccccc12,14%,1%,2%,1.9%,?,
CCN(c1ccccc1)S(=O)(=O)c1ccc(C(=O)Nc2c(C)n(C)n(-c3ccccc3)c2=O)cc1,·,-1%,3%,0.1%,-7%,
COc1ccc(N(C(=O)c2ccc(S(=O)(=O)N3CCOCC3)cc2)C2C=CS(=O)(=O)C2)cc1 (stereo unspecified),0%,1%,2%,i,8%,
CCC(=O)c1ccc2c(c1)OCCO2,9%,-2%,7%,0.5%,11%,
CN1CCN(c2ncc(C=O)s2)CC1,6%,2%,-7%,0.6%,-1%,
COc1cc(OC)cc(C(=O)NC(=S)N2CCN(c3ccc(C(F)(F)F)cc3[N+](=O)[O-])CC2)c1,-9%,14%,-4%,6.7%,0%,
CS(=O)(=O)Nc1ccc(C(=O)NCc2ccc3c(c2)OCO3)cc1,1%,-8%,6%,1.8%,13%,
Cc1ccc(-c2csc3nc(-c4ccncc4)[nH]c(=O)c23)cc1,-18%,-1%,-5%,0.4%,-4%,
CCc1nnc(NC(=O)COc2ccc([N+](=O)[O-])cc2)s1,3%,-6%,-7%,0.8%,-6%,
O=C(Cn1cnc2c(OCc3ccccc3)ncnc21)NCCCc1ccccc1,·,0%,0%,1.5%,2%,
NN=C(c1cccc([N+](=O)[O-])c1)c1cccc([N+](=O)[O-])c1,-18%,-7%,·,i,-2%,
O=C(O)/C=C/c1cnc2ccccc2c1,-5%,-5%,6%,0.8%,-2%,
CN1C(=O)/C(=N\OC(=O)c2cccc3ccccc23)c2ccccc21,-8%,8%,-1%,10%,49%,
COc1cccc2c1OCC(C(=O)NCc1ccc(Cl)cc1Cl)=C2,-8%,-6%,1%,i,10%,
COc1ccc(/C=N/Nc2cc(N3CCCC3)nc(N3CCCC3)n2)cc1,-1%,16µM*,15%,12%,?,inhibitors of VEEV 10K pilot screen=25
Cc1ccc(C)c(NC(=O)Cn2nc(-c3ccccc3)nc2-c2ccccc2)c1,1%,-3%,19%,4.3%,1%,
Cc1oc(-c2ccccc2F)nc1CN1CCC(C(=O)NCc2cccnc2)CC1,1%,1%,-22%,0.5%,1%,
Cc1cc(NS(=O)(=O)c2ccccc2)cc(Cl)c1O,-4%,-18%,2%,1.4%,51%,
CCOC(=O)c1c(NC(=O)Cn2cnc3scc(-c4ccc(C)cc4)c3c2=O)sc(C)c1C,-24%,3%,8%,i,9%,
Cn1c(=O)c2c(nc(NCCO)n2CCc2ccccc2)n(C)c1=O,-5%,-1%,-4%,1.7%,-7%,
CCCN1CCN(CCCNC(=O)Cn2nc(-c3ccc(C)cc3)ccc2=O)CC1,-10%,-3%,-5%,i,3%,
Cc1cccc(C(=O)NNS(=O)(=O)c2ccccc2)c1O,-6%,0%,-3%,1.5%,7%,
Cc1ccc(CN=Cc2[nH]c3ccc(Br)c(Cl)c3c2O)cc1,13%,?,3%,1.4%,52%,
O=S(=O)(NCCc1ccccn1)c1cccs1,9%,-2%,-12%,0.7%,-12%,
CC(C)CNS(=O)(=O)c1cc(C(=O)OCC(=O)N2CCOCC2)c(Cl)cc1Cl,9%,14%,-7%,3.3%,-5%,
CCCCOC(=O)C(C)Sc1n[nH]c(=O)[nH]c1=O (stereo unspecified),-4%,1%,-3%,0.5%,-24%,
CC(NC(=O)COC(=O)c1ccc([N+](=O)[O-])s1)c1ccccc1 (stereo unspecified),3%,?,12%,i,?,
CCC(OC(=O)c1cccs1)C(=O)NCc1ccc2c(c1)OCO2 (stereo unspecified),2%,2%,-6%,0.5%,22%,
O=c1oc(CCCO)cc2ccc(C#Cc3ccsc3)cc12,·,34%,-9%,7.6%,50%,
CCOC(=O)N1CCC(NC(=O)C2CCCN(Cc3nc(-c4ccc(CC)cc4)oc3C)C2)CC1 (stereo unspecified),-9%,?,1%,i,-8%,
Cc1nn(Cc2ccccc2)c(C)c1C(=O)O,-7%,-2%,-1%,i,0%,
CCN1CCN(CCOCCOc2ccccc2-c2ccccc2)CC1,0%,-2%,·,·,15%,
C#CCOCCOCCOCCNc1nc(N2CCN(C(=O)C([C@@H](C)CC)n3cc(C(N)Cc4ccc(O)cc4)nn3)CC2)nc(N2CCN(C(=O)[C@H](CCC(=O)O)n3cc(C(N)CO)nn3)CC2)n1 (stereo partly specified),-10%,2%,-1%,i,5%,
Cc1nc(N)sc1C(=O)N/N=C/c1ccccc1[N+](=O)[O-],2%,-5%,·,·,6%,
Cc1nn(CCCC(=O)Nc2cnn(Cc3ccc(F)cc3)c2)c(C)c1[N+](=O)[O-],2%,4%,0%,i,15%,
O=C1N(c2ccccc2)C[C@@H]2C[C@@H](c3cccc4c3OCO4)N3CCC[C@@]123,-4%,3%,6%,i,6%,inhibitors of VEEV 10K pilot screen=1.2
Cc1nc(N2CCN(Cc3ccc4c(c3)OCO4)CC2)c2cc(-c3ccccc3)sc2n1,-6%,?,2%,5.5%,38%,
C[C@H](CO)N1C[C@H](C)[C@@H](CN(C)C(=O)Nc2ccc3c(c2)OCO3)Oc2ccc(NC(=O)Nc3ccc4c(c3)OCO4)cc2C1=O,·,8%,1%,i,15%,
CC1CCN(CCCCOc2ccc(C(C)(C)C)cc2)CC1,-1%,-3%,-6%,i,55%,
COc1ccccc1CCn1c(N)c(C#N)c2nc3ccccc3nc21,9%,-5%,-11%,1.5%,10%,
CC(C)[C@H](NC(=O)OC(C)(C)C)c1nnc(SCC(=O)Nc2ccc(Br)cc2)o1,-4%,6%,12%,7.1%,20%,
COC(=O)c1sc(N2C(=O)C(=O)/C(=C(/O)c3ccc(C)cc3)C2c2ccco2)nc1C (stereo unspecified),3%,-2%,·,·,23%,

# 5 entries picked at random from the list so far, as already listed:
SMILES,Salmonella PhoP GFP,M. tuberculosis HTS,H1N1 NS1A inhibition,inhibitors of VEEV,tuberculosis growth,others
CC(C)[C@H](NC(=O)OC(C)(C)C)c1nnc(SCC(=O)Nc2ccc(Br)cc2)o1,-4%,6%,12%,7.1%,20%,
O=c1oc(CCCO)cc2ccc(C#Cc3ccsc3)cc12,·,34%,-9%,7.6%,50%,
C#CCOCCOCCOCCNc1nc(N2CCN(C(=O)C([C@@H](C)CC)n3cc(C(N)Cc4ccc(O)cc4)nn3)CC2)nc(N2CCN(C(=O)[C@H](CCC(=O)O)n3cc(C(N)CO)nn3)CC2)n1 (stereo partly specified),-10%,2%,-1%,i,5%,
CCOC(=O)N1CCC(NC(=O)C2CCCN(Cc3nc(-c4ccc(CC)cc4)oc3C)C2)CC1 (stereo unspecified),-9%,?,1%,i,-8%,
CC1CCN(CCCCOc2ccc(C(C)(C)C)cc2)CC1,-1%,-3%,-6%,i,55%,

# (cont.)
SMILES,Salmonella PhoP GFP,M. tuberculosis HTS,H1N1 NS1A inhibition,inhibitors of VEEV,tuberculosis growth,others
Cc1ccc(S(=O)(=O)CCC(=O)NCCc2ccccc2)cc1,-2%,-7%,13%,0.2%,-3%,
CC(=O)c1sc(NC(=O)c2ccco2)nc1-c1ccccc1,·,-1%,1%,3.0%,-1%,
COc1ccc(C)cc1NC(=O)CN1CCN(C/C=C/c2ccccc2)CC1,4%,?,7%,i,?,
COc1cccc(-c2nn(C)c3sc(C(=O)NCCCN(C)Cc4ccccc4)cc23)c1,-6%,19%,9%,1.3%,67%,
CCC1=Nc2cc(C(=O)NCc3cccnc3)ccc2Sc2ccc(C)cc21,-3%,-2%,-6%,i,13%,
Cc1ccc(CNC(=O)COC(=O)c2cnccn2)cc1,11%,2%,2%,4.5%,-10%,
Cc1cc(Cl)c(S(=O)(=O)N2CCN(c3ccc(F)cc3)CC2)cc1OCC(N)=O,-8%,-2%,-1%,2.1%,2%,
CC(C)(C)C(=O)Nc1ccc(C(=O)Nc2cccnc2)cc1,-15%,-12%,-10%,i,5%,
Cc1ccc(S(=O)(=O)N2CCC(C)CC2)cc1[N+](=O)[O-],·,·,5%,0.0%,·,
COc1ccc(Cl)cc1NC(=O)CCCNC(=O)c1ccc(Cl)cc1,7%,3%,-25%,i,16%,
Cc1ncc(CO)c(CO)c1O,21%,-1%,-10%,i,-14%,
CCCCn1c(N)c(N(C)C(=O)c2ccc(OCC3CCCO3)cc2)c(=O)[nH]c1=O (stereo unspecified),·,-6%,-4%,0.6%,1%,
CC1(C)CC(=O)C(/C=N/n2c(C(F)(F)F)nc3ccccc3c2=O)=C(O)C1,-3%,0%,2%,0.1%,32%,
CCNc1nc(NCC)nc(N/N=C/c2ccc(O)c(OC)c2)n1,3%,-11%,0%,2.2%,12%,
CCOC(=O)CSc1nc(C)c(C(C)=O)cc1C#N,-3%,-5%,6%,2.2%,7%,
Cc1cc(NC(=S)N(Cc2cccc(Br)c2)CC2CCC(C(=O)O)CC2)ccc1Cl (stereo unspecified),·,·,2%,1.5%,·,
C[C@@H](C(=O)NC1CCN(Cc2ccccc2)CC1)N1C(=O)N2CCc3c([nH]c4ccccc34)[C@@]2(C)C1=O,2%,-17%,4%,i,-3%,
O=C1c2ccccc2N2C(=O)c3ccccc3C2N1O (stereo unspecified),-5%,8%,-26%,1.3%,11%,
COc1ccc(CNC(=O)CCCn2ccc3cc(S(=O)(=O)N4CCCC4)ccc32)cc1,8%,6%,-1%,i,33%,
O=C(CN1C(=O)CCOc2ccccc21)Nc1ccc(Cl)c(S(=O)(=O)N2CCOCC2)c1,·,-9%,-13%,2.9%,26%,
CC(=O)Nc1cc(C)c2nc(NC(C)=O)sc2c1,7%,-9%,9%,0.5%,-6%,
CC(NC(=O)CSc1nc2c(cc1C#N)CN(C)CC2)c1ccccc1 (stereo unspecified),-24%,2%,5%,3.5%,26%,
NC(=O)c1nsc(C(=O)N(Cc2cccnc2)C(C(=O)NCc2ccccc2)c2ccc(O)cc2)c1N (stereo unspecified),1%,4%,-6%,2.3%,2%,
COc1ccc(-n2c3c(cc(C#N)c2=O)C(=O)CCC3)cc1,1%,0%,8%,0.7%,-1%,
CCN1CCN(S(=O)(=O)c2c(C)cc(C)cc2C)CC1,-5%,-7%,-3%,2.9%,-1%,
Cc1ccc(NC(=O)Nc2cccc(Cl)c2)c(C(=O)O)c1,9%,2%,-4%,0.7%,14%,
Oc1cc(Nc2ccncc2)cc2cccnc12,·,14%,5.1µM*,1.2%,77%,inhibitors of VEEV 10K pilot screen=8.2
